ERK EGF block: blocks ERK signaling stimulated by EGF | HEK293-V1b, EGF-stimulated phospho-ERK AlphaScreen | Potency, µM (top dose mostly 11.5 µM), inactives show top-dose activity change, negative = inhibition, hits mostly inhibitors | 130,000 tested, 0.41% active | AID 1454; active means well fitted inhibition curve with a large enough effect; inconclusive means small, poorly fitted or top-dose-only effect, or effect the other way;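 further: plate controls were stimulated vehicle wells for no effect and unstimulated vehicle basal for full effect; nearly all actives have a fitted effect of over 55% in size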
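Cell line HEK293 (stable V1b), low serum overnight. Pretreatment: compound 30 min, 37C. EGF 25 nM, 5 min. Detection: SureFire AlphaScreen, 5 h RT. AC50 via standard Hill equation.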
An asterisk follows results filed as active; ? = inconclusive; & = joins results of further samples; [ ] = remark or other dose. Potency means the concentration at half of the fitted maximal effect. A portion of the library; the hit share may differ from the screen's.

compound | ERK EGF block
O=C(c1ccc2c(c1)OCO2)N1CCC2(CC1)Oc1ccc(F)cc1C(=O)C21CC(c2ccccc2)=NO1 (centres undefined) | -2%[57.5 µM]
C/C(CC(=O)Nc1cccc2c1CCCC2)=N\NC(=O)COc1ccccc1 | -3%
CCCOc1ccc(CSCCNC(=S)Nc2ccccc2)cc1 | -2%
CCC(/C=N/NC(=O)CCCCC(=O)N/N=C/C(CC)CC)CC | 2%
Cc1sc2ncnc(Nc3ccc(O)cc3)c2c1C | 28µM*
C/C=C\C=C\C(=O)N1CC2(CC(c3cccc(NC(=O)CC(c4ccccc4)c4ccccc4)c3)=NO2)C[C@H]1C(N)=O (some centres undefined) | 8%[57.5 µM]
Cc1ccc(S(=O)(=O)NCC(=O)NCC(=O)OCc2c(F)cccc2Cl)cc1 | 8%
O=C(Nc1ccc2c(c1)OCCO2)c1cc(-c2ccccn2)nc2ccc(Br)cc12 | -4%
COCCCNC(=O)c1cc(C(=O)Cc2ccccc2)c[nH]1 | -1%
CCOc1ccc(OCC)c(NC(=O)CN2CCN(CC)CC2)c1 | -1%
CCN1CCN(C(=O)c2cn(CC)c3ccc(S(=O)(=O)N(C)C)cc3c2=O)CC1 | 27%
CCN1/C(=C2\C(=O)N(C)C(=S)N2C)C=Cc2cc(C)ccc21 | ?
COc1ccc(-c2c(C(F)(F)F)nn(C)c2NC(=O)CSCC(=O)O)cc1 | 7%[57.5 µM]
O=C(O)COc1ccccc1/C=N/NC(=O)c1cc(-c2ccc(Cl)cc2)nc2ccccc12 | 3%[57.5 µM]
Cn1c(SCCOc2ccccc2F)nc2ccccc2c1=O | -19%
COc1ccc(N2C(=O)C(CN3CCN(C)CC3)C2c2ccccc2)cc1 (centres undefined) | -14%
COc1cc(/C=N/n2cnnc2)ccc1OC(=O)c1ccco1 | 5%
Cc1nc(C#N)c(N/N=C/c2cccc(Cl)c2)o1 | -7%
Cc1cc(C)c(C)c(S(=O)(=O)N[C@@H](C)C(=O)OC(C)C(=O)NC(N)=O)c1C (some centres undefined) | -27%[57.5 µM]
CSc1ccccc1NC(=O)CN(C)CC(=O)Nc1cc(C)ccc1C | 5%
O=C(COc1ccc(/C=N/NC(=O)C(=O)N2CCCCCC2)cc1)Nc1ccccc1Cl | -2%
CCc1cc[n+](CC(=O)Nc2ccc(Cl)cc2Cl)cc1 | -6%
O=S(=O)(Nc1nccs1)c1ccc(F)cc1 | -6%
O=C(COc1ccccc1N1C(=O)C2C3C=CC(C3)C2C1=O)c1ccccc1 (centres undefined) | 8%[57.5 µM]
COc1cccc(/C=N/NC(=O)CCn2cnc3ccccc32)c1 | -2%[57.5 µM]
CCOc1ccc(S(=O)(=O)N/N=C(\C)C2CCCCC2)cc1 | -1%
Cc1ccc(SCC(=O)Nc2nccs2)cc1 | -1%[57.5 µM]
COc1ccc(NC(=O)N2CC3(CCN(C(=O)c4ccncc4)CC3)C2)cc1 | 2%
COc1ccc(S(=O)(=O)Nc2c(C)c(C)cc3c2ncn3C)cc1 | -24%
O=C(Nc1ccc(F)cc1)c1ccccc1Oc1ccc(C(F)(F)F)cc1[N+](=O)[O-] | 4%
CC1(C)C(=O)C(c2ccccc2)=C2CN3C(=O)N(CCc4ccccc4)C(=O)C3(Cc3ccccc3)C=C21 (centres undefined) | 4%
C/C(=N\N(Cc1ccccc1)c1ccccc1)c1ccncc1 | -1%
C=C(C)C(=O)C1CCCCC1 | -12%
CC(C)(C)NC(=O)C(c1ccncc1)N(Cc1ccc(F)cc1)C(=O)c1ccc(-c2ccccc2)[nH]1 (centres undefined) | 8%
Cn1nnnc1SCC1=C(C(=O)O)N2C(=O)[C@@H](NC(=O)[C@H](O)c3ccccc3)[C@H]2SC1 | -1%[57.5 µM]
CC(C(=O)Nc1sc2c(c1C#N)CCCCC2)N1C(=O)c2ccccc2C1=O (centres undefined) | 4%
OCC1O[C@H](O)C(Cl)C(O)C1O (some centres undefined) | 9%
CSCCC(N=C(NS(=O)(=O)c1ccc(Br)cc1)c1ccccc1)C(=O)O (centres undefined) | -1%
CCNc1nc(NC(C)(C)C)nc(SCC(N)=O)n1 | -18%
CCOc1ccc2c(c1)C(C)=CC(C)(C)N2 | 6%

Another view of some results above.
O=C(Nc1ccc(F)cc1)c1ccccc1Oc1ccc(C(F)(F)F)cc1[N+](=O)[O-]
- ERK EGF block = 4%
CC1(C)C(=O)C(c2ccccc2)=C2CN3C(=O)N(CCc4ccccc4)C(=O)C3(Cc3ccccc3)C=C21 (centres undefined)
- ERK EGF block = 4%
C/C(=N\N(Cc1ccccc1)c1ccccc1)c1ccncc1
- ERK EGF block = -1%

New compounds follow:
compound | ERK EGF block
Cc1ccc(/C=N/NC(=O)CNC(=O)COc2ccccc2)o1 | 1%
CC(=O)N(Cc1ccco1)c1nc(C(=O)Nc2ccc(Cl)cc2)c(C)s1 | 4%
CC1=CC2=NC(=O)CC(C)(C(=O)N(CC(=O)NC3CCCC3)c3ccccc3C)N2C=C1 (centres undefined) | 4%[57.5 µM]
Fc1cccc(/C=N/Nc2nc3ccccc3[nH]2)c1 | -3%
CC(=O)Nc1ccc(S(=O)(=O)Nc2nc3cc4c(cc3nc2Cl)OCCO4)cc1 | -5%[57.5 µM]
O=C(Cn1ccc(C(F)(F)F)n1)N=Nc1c(O)[nH]c2ccc(Br)cc12 | -3%[57.5 µM]
COc1cccc(/C=N/NC(=O)NC2CCCCC2)c1O | -8%[57.5 µM]
O=C(CSc1nnc(NC(=O)c2ccco2)s1)Nc1ccccc1F | 10%
CC(C)c1ccc(/C=C/C(=O)NCc2ccc(S(N)(=O)=O)cc2)cc1 | -4%
CC(C)(C)C(=O)Nc1cccc(-c2nnc(-c3cccc(NC(=O)C(C)(C)C)c3)o2)c1 | 9%
O=C(O)c1ccc(-c2nc3scc(-c4ccccc4)c3c(=O)[nH]2)cc1 | 5%[57.5 µM]
CNC(=S)N(CCc1ccc(OC)c(OC)c1)C1CC(=O)N(c2ccccc2)C1=O (centres undefined) | 14%[57.5 µM]
C=CCOc1cccc(CNn2nnnc2N)c1 | -11%
Cc1ccccc1CNc1ncnc2c1ncn2C1OC(CO)C(O)C1O (centres undefined) | -3%
CC(=O)c1sc(N/N=C/c2ccc(C(C)C)cc2)nc1C | 5%
COc1cc2nc(CN(C)Cc3ccc(OC)c(OC)c3OC)[nH]c(=O)c2cc1OC | -3%
CCC1CCCCN1S(=O)(=O)Cc1ccccc1Cl (centres undefined) | 0%
Nc1ccc(Br)cc1-c1nc2ccccc2[nH]c1=O | -1%
CC1=C(C(=O)OCc2ccccc2)C(c2ccc([N+](=O)[O-])cc2)NC(=O)N1CCCCCC(=O)O (centres undefined) | -3%&-6%
O=C(/C=C/c1ccc([N+](=O)[O-])cc1)c1cccnc1 | 3%

Look-ups from the list:
Entry of `O=C(O)c1ccc(-c2nc3scc(-c4ccccc4)c3c(=O)[nH]2)cc1` in ERK EGF block: 5%[57.5 µM]
Entry of `Nc1ccc(Br)cc1-c1nc2ccccc2[nH]c1=O` in ERK EGF block: -1%

(listing goes on)
compound | ERK EGF block
CN1CCN(C(=O)C2=C[C@@H](C3CCCCC3)C[C@@H](OCCCCO)O2)CC1 | -7%[57.5 µM]
O=C1NC(=O)C2(COC(c3ccccc3Cl)OC2)S1 (centres undefined) | 1%
C/C(N)=C(/C#N)C(=O)CSc1nc2ccccc2c(=O)n1-c1ccc(C)cc1 | 1%
O=C(NCc1n[nH]c(=S)n1-c1ccccc1)c1ccco1 | -6%
COc1ccc(-c2c(C)sc(NC(=O)c3ccnn3C)c2C#N)cc1 | 3%
CC(=O)Nc1cccc(OCc2cnc(Cl)s2)c1 | 3%
COc1ccc(F)cc1C(=O)C1CCCN(Cc2ccc3c(c2)OCCO3)C1 (centres undefined) | -3%[57.5 µM]
CCOC(=O)Cn1c2ccccc2c2nc(C)sc21 | -3%[57.5 µM]
CCOc1ccccc1CN1CCN(Cc2csc(C(C)=O)c2)CC1CCO (centres undefined) | -12%[57.5 µM]
COC(=O)c1sc(-c2ccccc2)cc1NC(=O)c1ccc(F)cc1 | -3%
NNC(=O)c1nc[nH]c1C(=O)Nc1ccccc1[N+](=O)[O-] | 8%
Cc1nnc(NC(=O)CCN2C(=O)/C(=C\c3ccccc3)SC2=S)s1 | 6%[57.5 µM]
O=C(Nc1cccc(Cl)c1Cl)C1CC(=O)N(c2ccc(Br)cc2)C1 (centres undefined) | ?
O=c1c(-c2ccccc2)c(O)nc(SCCN2CCOCC2)n1-c1ccccc1 | -6%
COC(=O)c1sc(NC(=O)COc2ccccc2C)nc1C | 9%
N#Cc1c2n(c(=O)[nH]c1=O)CCCCC2 | -10%
Cn1c(=NC(=O)c2ccco2)sc2ccccc21 | -6%
O=c1[nH]c2ccccc2[nH]c1=O | -21%[57.5 µM]
C#CCCOC(=O)N1C2=NC(C(=O)OC)=C(C(=O)OC)[C@@H]3N(CC=C)c4ccccc4[C@]23C[C@H]1C(=O)OC | -6%[57.5 µM]
CCOC(=O)C1=C(c2ccccc2)NC(N)=NC1c1ccc(OCc2ccc(C(=O)OC)cc2)cc1 (centres undefined) | -21%[57.5 µM]
O=C(/C=C/Sc1ccccc1)c1ccccc1 | -23%[57.5 µM]
O=C(C(=O)N1CCN(c2cccc(Cl)c2)CC1)c1c[nH]c2ccccc12 | -3%
CC(C)(C)N/C=C(\C#N)S(=O)(=O)c1ccc(Br)cc1 | -9%[57.5 µM]
CCN(C(=O)CSc1ncnc2sc(C)c(C)c12)C1CCS(=O)(=O)C1 (centres undefined) | -2%
Cc1ccc(C(=O)N/C(=C\c2ccco2)C(=O)NC2CCS(=O)(=O)C2)cc1 (centres undefined) | 7%[57.5 µM]
CNC(=O)c1ccccc1-c1cn(C)c2ccccc2c1=O | 4%
CC(C)(C)[C@H]1C=C(C(=O)NC2CC2)O[C@@H](OCCCCO)C1 | -14%[57.5 µM]
Cc1cccc2sc(N(CCCN(C)C)C(=O)c3cc4ccccc4oc3=O)nc12 | 7%
COCCNC(=O)c1cn(C)c2ccccc2c1=O | -8%
CC(C)(C)c1ccc(C(=O)N2CCCN(C(=O)c3ccc(C(C)(C)C)cc3)CC2)cc1 | -5%
CCN(C(=O)Nc1ccccc1)c1ccccc1 | -4%
O=C1C2CCCN2C(=O)N1CCN1CCN(c2ccccc2)CC1 (centres undefined) | 12%
O=C(/C=C/c1ccccc1)Nc1ccc2c(c1)C(=O)NC2=O | -6%
Cc1[nH]c2ccccc2c1-c1csc(NC(=O)CSCC(=O)O)n1 | 6%[57.5 µM]
O=C(NC(=S)NCc1ccccc1)c1ccccc1[N+](=O)[O-] | -6%
Cc1nc2ccc(NC(=S)NCCCO)cc2nc1C | -2%
COC(C(=O)Nc1ccc(C(N)=O)cc1)c1ccccc1 (centres undefined) | -6%
COc1ccc(C(=O)CSc2nnc3n2CCCN3C(=O)Nc2ccccc2)cc1 | -2%[57.5 µM]
Cc1cccc(C)c1OCC(=O)Nc1nnc(C2CCCO2)s1 (centres undefined) | 14%
O=[N+]([O-])c1c(NCc2ccco2)ccc2nonc12 | -15%[57.5 µM]
Cc1cc(C)nc(Sc2ncnc3sc4c(c23)CCC4)n1 | 3%
O=C(CN(Cc1ccco1)C(=O)c1ccc(Cl)cc1)Nc1ccc(Cl)c(Cl)c1 | -4%
O=C(O)/C(=C/c1ccco1)NC(=O)c1ccccc1 | -2%
Cn1c(=O)[nH]c(=O)c2c1ncn2CCCc1ccccc1 | ?
COc1ccc(-c2csc(/C=C/c3ccc4c(c3)OCO4)n2)cc1OC | -1%
Cc1c(Cl)cccc1NC(=S)N(Cc1ccco1)C(C)c1ccccn1 (centres undefined) | 3%
COc1ccc(Nc2ncc(C#N)c(N)n2)c(OC)c1 | -6%[57.5 µM]
CCOC(=O)Cn1c(=O)oc2cc(S(=O)(=O)N(C)Cc3ccccc3)ccc21 | -9%[57.5 µM]
Cc1ccc(NC(=O)c2sccc2C)cc1S(=O)(=O)N(C)C | 3%
CCOC(=O)c1sc(NC(=O)CCN2CCN(C)CC2)c(C(=O)OCC)c1C | -1%
COCC(=O)Nc1cc(C(=O)NCC(C)C)ccc1Cl | 4%
Cc1ccc(/C=C/C(=O)Nc2nnc(C)s2)o1 | 5%
Cn1c(/C(C#N)=C/c2cccc(O)c2)nc2ccccc21 | -1%
O=C(c1cccc(N2C(=O)C3CC=CCC3C2=O)c1)N1CCCCCC1 (centres undefined) | ?
COc1ccc(-c2noc(C(=O)NCc3ccccc3Cl)n2)cc1OC | 1%
CCOc1ccc(NC(=O)CCC(=O)NNC(=O)Nc2cccc(Cl)c2)cc1 | 5%
O=C(NC(Cc1c[nH]c2ccccc12)C(=O)Nc1ccc(F)cc1)c1cccs1 (centres undefined) | -3%
O=[N+]([O-])c1cc(F)c2cccnc2c1O | 10%[57.5 µM]
O=C(Nc1ccccc1N1CCN(C(=O)c2ccccc2)CC1)c1ccc(Cl)cc1 | 7%
Cc1ccc(CCNC(=O)CCc2nc3ccccc3[nH]2)cc1 | 1%

Further entries follow.
compound | ERK EGF block
O=C(Cn1nnc2ccccc21)c1ccc([N+](=O)[O-])cc1 | -3%[57.5 µM]
O=C(CNC(=O)c1ccco1)OCC(=O)c1ccccc1Cl | -8%
C=CCc1cccc2cc(C(=O)Nc3cccc(C(=O)O)c3)c(=O)oc12 | -13%[57.5 µM]
COCCn1c(C)cc(C(=O)COC(=O)c2ccccc2Br)c1C | -3%[57.5 µM]
Cc1[nH]c2ccccc2c1/C=C(\C#N)C(=O)NCc1ccccc1 | -4%

Assay outcomes deposited in PubChem BioAssay by National Center for Advancing Translational Sciences (NCATS).
